Screening results deposited in PubChem by several laboratories.
MRP1 act: activators of MRP-1. hit rate 0.61% among 140,000. viability increase, % at 10 µM. H69AR cells + doxorubicin, viability rescue, CellTiter-Glo;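 active = viability gain under doxorubicin at or above a set limit, the compound median plus 3 SD, cut at about 4.7% in these data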;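 note: MRP-1 overexpressing cells given doxorubicin 25 µM after compound pretreatment; 18-22 h compound pretreatment then 72 h with doxorubicin before readout; 0% = doxorubicin-only wells and 100% = vehicle-treated cells without doxorubicin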
GALR2 blocker: GALR2 (human) receptor antagonism | O43603 | GALR2-expressing cells, antagonist mode | inhibition, % at 4 µM | hit rate 0.39% among 140,000 | AID 828; in the data active = inhibition above about 27%;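 note: cells stimulated with galanin 1-16 at roughly its EC80; 0% = agonist challenge control and 100% = basal control without agonist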
Target sequence (O43603 whole entry, looked up): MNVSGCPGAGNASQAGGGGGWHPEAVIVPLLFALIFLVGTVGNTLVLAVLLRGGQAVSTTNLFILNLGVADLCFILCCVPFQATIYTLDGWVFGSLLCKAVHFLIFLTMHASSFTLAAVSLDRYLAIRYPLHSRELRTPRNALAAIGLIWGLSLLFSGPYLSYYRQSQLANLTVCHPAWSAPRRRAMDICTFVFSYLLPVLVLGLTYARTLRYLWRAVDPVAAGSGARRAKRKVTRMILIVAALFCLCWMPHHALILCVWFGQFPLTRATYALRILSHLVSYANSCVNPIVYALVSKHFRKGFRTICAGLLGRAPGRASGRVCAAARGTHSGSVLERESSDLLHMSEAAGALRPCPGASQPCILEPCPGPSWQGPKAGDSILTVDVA
Measles CPE: protection of cells from measles virus | hit rate 1.5% among 140,000 | protection (pct of control), % at 4 µM | AID 841 | Measles virus-infected cells, CPE protection, absorbance; in the data active = protection mostly above about 24%, no sharp cut-off; inactive = mostly below about 26%; note: some compounds called inactive have numbers as strong as hits
PTEN del growth: suppresses growth of cells with PTEN deletion; hit rate 1.2% among 140,000; AID 827; HCT116 PTEN-null viability, CellTiter-Glo, 60 h; active compounds read low; viability, % at 10 µM;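 active = viability at or below a set limit, 4 SD under the median of all tested compounds, cut at about 3.7% in these data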;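 note: PTEN knockout HCT116 line with beta catenin targeted HCT116 as companion control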
bCat KO growth: beta-catenin-lacking colon tumor cell growth suppression. viability, % at 10 µM. HCT116 beta-catenin knockout viability, CellTiter-Glo, 60 h; active compounds read low. AID 818. hit rate 1.5% among 140,000;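 active = viability at or under a set limit, the compound median less 4 SD, cut at about 6% in these data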;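 note: 0% = Hyamine 1622 control at 20 µM and 100% = untreated cell control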
BB579 growth dn: chemicals that inhibit yeast BB579 growth in restrictive medium (lifespan-shortening candidates). S. cerevisiae BB579 growth, OD615, 48 h. inhibition, % at 10 µM. hit rate 0.51% among 140,000. AID 804;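 active = inhibition above a set limit, 3 SD over the mean compound inhibition, cut at about 44% in these data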; note: inactives centre near -24
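test system = yeast BB579 (DeaD) | buffer or medium = restrictive CSMM-D medium | doses = single compound dose of 10 µM, 0.25% DMSO final | times = 4 h preincubation and 48 h exposure at 30 °C | technique = culture absorbance at 615 nm | benchmarks = amphotericin B 10 µg/mL, positive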
E-sel TNF inh: TNF alpha driven E-selectin expression inhibition. inhibition, % at 2 µM. HUVEC TNFa-induced E-selectin immunofluorescence, high content. hit rate 0.71% among 120,000;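 active = inhibition above the batch mean plus 3 SD, and confirmed as a hit on visual image review, cut at about 43% in these data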;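 note: 0% = TNF-stimulated DMSO wells and 100% = unstimulated control wells; not every result past the cut was called active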
Phagocyt inh: blocks phagocytosis by macrophages; AID 1029; inhibition, % at 5 µM; hit rate 0.07% among 110,000; J774A.1 macrophage IgG-bead phagocytosis, imaging;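 active = inhibition above the mean of the plate negative controls plus 5 SD, cut at about 13% in these data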;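 note: phagocytic index as fraction of beads internalized from green versus red external bead signal; plate controls were DMSO negative control for no effect and cytochalasin-D positive control for full effect; some results beyond the cut were filed as inactive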
NPY Y2 blocker: blocks the human neuropeptide Y Y2 receptor; P49146; NPY-Y2 expressing cells, antagonist mode; inhibition, % at 2.7 µM; hit rate 0.99% among 140,000; AID 793; in the data active = inhibition above about 17%;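 note: 0% = vehicle with agonist challenge and 100% = reference antagonist with challenge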
Target sequence (P49146 whole entry, looked up): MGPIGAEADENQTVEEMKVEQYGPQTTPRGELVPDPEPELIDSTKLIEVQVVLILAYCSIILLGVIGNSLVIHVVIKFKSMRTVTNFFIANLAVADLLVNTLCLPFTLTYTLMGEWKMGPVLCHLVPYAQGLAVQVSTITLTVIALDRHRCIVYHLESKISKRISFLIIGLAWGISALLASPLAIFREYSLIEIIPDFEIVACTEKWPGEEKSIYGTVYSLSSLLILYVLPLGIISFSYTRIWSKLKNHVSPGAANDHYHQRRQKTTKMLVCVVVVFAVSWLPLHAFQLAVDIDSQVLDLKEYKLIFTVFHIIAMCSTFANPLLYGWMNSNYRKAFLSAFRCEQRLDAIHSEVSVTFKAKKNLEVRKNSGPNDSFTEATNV
Yeast life ext: yeast lifespan extension. S. cerevisiae growth with nicotinamide, OD615; deaD strain in restrictive glucose medium. inhibition of the nicotinamide effect, % at 10 µM. hit rate 0.68% among 130,000;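 active = inhibition above a set limit, placed 3 SD over the median of all compounds, cut at about 26% in these data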;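 note: 0% = nicotinamide-treated wells and 100% = cells grown without nicotinamide; some compounds called inactive have numbers as strong as hits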
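Assay system: DeaD-strain S. cerevisiae. Medium: CSMM-D glucose medium, restrictive. Reagent: nicotinamide, 1.5 mM, co-present with compound. Compound: 10 µM single point, 0.25% DMSO. Schedule: culture preincubation 4 h, compound exposure 48 h, both 30 °C. Detection: absorbance at 615 nm.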
The depositor's hits bear a star; / = not tested or not shown.

SMILES	MRP1 act	GALR2 blocker	Measles CPE	PTEN del growth	bCat KO growth	BB579 growth dn	E-sel TNF inh	Phagocyt inh	NPY Y2 blocker	Yeast life ext
CN(CCOc1ccc(-c2ccn(S(=O)(=O)c3c(Cl)cccc3Cl)n2)cc1)c1ccccn1	2.2	-3	1	82	84	-18	/	1	-1	-1
Cc1cc2c(c(=O)n1Cc1ccccn1)C(C(C)C)C(C#N)=C(N)O2 (configuration not stated)	-0.8	2	8	113	99	-55	31	2	3	-4
Cc1ccc(CNC(=O)c2ccc(NC(=O)CCS(=O)(=O)c3cccs3)cc2)cc1	-2.6	6	10	88	88	1	23	1	2	1
Cc1ccc(C(=O)N/C(=C\c2ccco2)C(=O)NCc2cccnc2)cc1	0.8	16	5	112	105	3	/	-6	2	4
Cn1c(SCC(=O)N2CCc3ccccc3C2)nnc1-c1cccs1	-2.4	0	15	90	92	12	-51	0	4	-2
CCOC(=O)CNC(=O)C1(c2ccccc2)CCCC1	-2.2	-12	12	104	100	-4	7	-1	-2	-3
CC(C)CNc1oc(-c2ccc(F)cc2)nc1C#N	2.2	21	12	87	86	-31	/	-1	4	-11
Cc1ccc(CN(C(=O)c2cc(=O)c3cc(Cl)c(C)cc3o2)C2CCS(=O)(=O)C2)cc1 (configuration not stated)	-5.4	-14	4	66	68	-29	22	1	5	-8
CN(C)c1nc(Oc2ccc(N)cc2)nc(N(C)C)n1	-2.9	-3	13	104	98	-25	-7	-1	0	-6
COc1ccc(NC2=NCC(=O)N2c2ccccc2F)c(OC)c1	0.7	-4	0	85	83	-4	-5	0	0	-7
O=S(=O)(c1ccc(F)cc1)N1CCCC(CO)C1 (configuration not stated)	0.7	-6	6	109	94	-35	-10	/	1	-9
Cc1ccc(C=Nc2cccnc2N)cc1	-2.9	4	4	96	97	-4	-3	0	0	7
CCn1nc(C(=O)OCC(=O)c2ccc3c(c2)OCCO3)c2ccccc2c1=O	-2.5	-7	5	95	89	-62	/	-1	10	0
COc1nc(C)c2cc(C)oc2n1	-1.4	6	4	93	96	-50	7	-6	1	-1
CCCC(=O)Nc1ccc2oc(-c3ccncc3)nc2c1	0.4	1	37*	97	99	6	9	-1	-1	-21
CC(=O)CC(C)=NCCN=C(C)CC(C)=O	-0.4	-5	17	97	100	-11	/	-2	0	-7
Cc1ccc(C2(C)NC(=O)N(CC(=O)NC(=O)NC3CCCC3)C2=O)cc1 (configuration not stated)	/	10	/	/	/	/	-11	-2	-1	/
Cc1ccc(NC(=S)NCCCN2CCOCC2)cc1	-0.7	-1	3	93	90	-60	/	-7	3	5
CCOC(=O)C1=C(CC)OC(N)=C(C#N)C1c1ccc(NC(C)=O)cc1 (configuration not stated)	-1.9	4	31*	98	89	-38	2	-1	1	2
O=C(N/N=C/C=C\c1cccc([N+](=O)[O-])c1)c1ccccn1	1.6	2	4	96	88	-23	49	-11	1	-4
COc1cc(/C=C(/NC(=O)c2ccccc2)C(=O)Nc2ccc(O)cc2)c([N+](=O)[O-])cc1OC	-1.8	-6	25	89	88	-6	/	-11	3	-4
CC(C)C(=O)OCCN=C1NS(=O)(=O)c2ccccc21	-1.3	-10	12	96	103	-38	4	0	3	0
O=C(NCc1ccccc1Cl)c1ccc2c(=O)n(CCCN3CCCC3=O)c(=S)[nH]c2c1	0.3	11	6	99	103	-51	30	/	0	-14
Cc1cc(OCC(O)CN(CCO)CCO)ccc1Cl (configuration not stated)	0.1	0	5	/	98	-51	-18	0	1	0

Part of the list above in a different format.
Cc1ccc(C(=O)N/C(=C\c2ccco2)C(=O)NCc2cccnc2)cc1
  MRP1 act: 0.8; GALR2 blocker: 16; Measles CPE: 5; PTEN del growth: 112; bCat KO growth: 105; BB579 growth dn: 3; E-sel TNF inh: /; Phagocyt inh: -6; NPY Y2 blocker: 2; Yeast life ext: 4
COc1cc(/C=C(/NC(=O)c2ccccc2)C(=O)Nc2ccc(O)cc2)c([N+](=O)[O-])cc1OC
  MRP1 act: -1.8; GALR2 blocker: -6; Measles CPE: 25; PTEN del growth: 89; bCat KO growth: 88; BB579 growth dn: -6; E-sel TNF inh: /; Phagocyt inh: -11; NPY Y2 blocker: 3; Yeast life ext: -4
Cc1ccc(CNC(=O)c2ccc(NC(=O)CCS(=O)(=O)c3cccs3)cc2)cc1
  MRP1 act: -2.6; GALR2 blocker: 6; Measles CPE: 10; PTEN del growth: 88; bCat KO growth: 88; BB579 growth dn: 1; E-sel TNF inh: 23; Phagocyt inh: 1; NPY Y2 blocker: 2; Yeast life ext: 1

Further entries.
SMILES	MRP1 act	GALR2 blocker	Measles CPE	PTEN del growth	bCat KO growth	BB579 growth dn	E-sel TNF inh	Phagocyt inh	NPY Y2 blocker	Yeast life ext
COc1ccc(OCC(=O)N2CCOCC2)cc1	-0.5	-15	12	107	92	-49	0	-1	1	8
CC(C)c1cc(C(=O)O)n(-c2ccccc2)n1	0.0	5	5	102	99	-45	20	0	2	-1
Cc1cc(C(F)(F)F)c(C#N)c(N2CCOCC2)n1	-0.5	2	-1	102	95	-11	-15	-2	1	-5
O=C(Nc1ccc(C(=O)O)cc1)Nc1cccc([N+](=O)[O-])c1	-1.6	-9	10	111	102	-12	/	-4	0	0
Cc1ccc2c(c1)nnn2C1CCN(S(=O)(=O)c2ccc(C(=O)N3CC(C)CC(C)C3)cc2)CC1 (configuration not stated)	-3.2	3	6	56	49	-61	/	-1	3	16
CCc1nn2c(=O)cc(CSc3nc(C)cc(=O)[nH]3)nc2s1	-0.7	-2	11	114	92	0	11	0	2	-6
Cc1ccc2occ(/C=C/C(=O)c3ccccc3O)c(=O)c2c1	-6.3	-10	5	54	60	-18	9	-2	9	-14
CCN(c1cccc(C)c1)C(C(=O)Nc1ccc(OC)cc1)c1cc2c(cc1[N+](=O)[O-])OCO2 (configuration not stated)	0.7	11	4	79	79	-20	31	-9	2	11
O=C(N/N=C/c1cccnc1)c1cc2ccccc2o1	1.1	-5	7	102	104	-3	6	/	0	2
CCc1nnc(NC(=O)CSc2nnc(-c3c[nH]c4ccccc34)n2C)s1	-1.5	-13	5	99	101	-14	-35	-4	2	-2
O=C(c1ccccc1F)N1CCN=C1SCc1cccnc1	-1.2	-6	18	95	98	-23	6	2	0	-5
O=C(COc1ccccc1)N(Cc1ccco1)c1ccc(O)cc1	-2.5	11	3	91	86	-40	-18	/	7	-6
CCOC(=O)c1cc(C(=O)NN)c(C)nc1C	-1.4	6	24	93	90	14	18	-1	0	9
Cc1ccc(S(=O)(=O)NC(=O)NCc2ccc3c(c2)OCO3)cc1	-0.6	-2	7	112	104	-52	31	0	11	-6
Cc1cc(C)c(NC(=O)CSc2nc3c(c(=O)n2C)SC(C)C3)c(C)c1 (configuration not stated)	0.8	7	12	66	66	-13	/	0	1	-4
Cc1cc(C(=O)NCCCn2ccnc2)cs1	-1.4	1	7	98	94	2	-8	-1	1	-2
CSc1nc2ccccc2n1C(=O)Oc1ccccc1	-0.7	-6	10	97	96	-31	-14	1	0	-10
O=c1[nH]n2c(=O)c3c([nH]c2c1N=Nc1cccc(C(F)(F)F)c1)CCCC3	-2.6	1	9	79	87	-3	-22	/	-1	/
C/C(=N\OCC(=O)Nc1ccc(F)c(F)c1F)c1cc2ccccc2o1	1.1	2	11	97	95	-4	5	-5	5	-5
O=C1CC(SC2=NCCS2)C(=O)N1c1ccc(Br)cc1 (configuration not stated)	1.1	-2	2	101	93	15	3	-5	1	0
Cc1ccccc1N(CC(=O)NCCc1ccccc1)C(=O)c1ccc(N2CCCC2)nc1	2.2	-2	5	94	91	-19	18	0	-1	-6
O=c1c[n+]([O-])c2ccccc2n1OCc1c(F)cccc1F	-0.6	-6	16	86	84	-32	-6	/	0	-8
O=C(/C=C/c1ccccc1)c1ccc(NC2=NCCCS2)cc1	-5.3	17	7	10	9	-71	1	-1	5	2
CCOC(=O)CSc1nc(Nc2ccc3c(c2)OCO3)c2ccccc2n1	1.2	6	17	91	91	-43	-9	2	9	-9
O=C(O)CC(CC(=O)Nc1nncs1)c1ccccc1 (configuration not stated)	1.3	-5	5	93	109	-33	-3	-4	0	-4
CCOC(=O)C1=C(C)Nc2sc(C(=O)c3ccc(OC)cc3)c(N)c2C1c1ccc(C(=O)OC)cc1 (configuration not stated)	7.3*	-2	15	77	75	-20	/	-2	-1	7
COc1ccc(OC)c(NC(=O)c2ccc(CN(c3cc(Cl)ccc3C)S(=O)(=O)c3ccccc3)cc2)c1	-0.7	-6	5	69	71	-77	/	-3	1	-5
Cc1ccccc1C(=O)N1CCC(C(=O)Nc2ccc(S(=O)(=O)N(C)C(C)C)cc2)CC1	-1.6	6	14	66	63	-21	-10	2	5	-9
CCC(=O)Nc1cc(C)c(NC(=O)c2ccccc2OC)cn1	0.6	-6	8	110	116	-41	/	-1	1	-10
C=CCNC(=O)N[C@@H](CCSC)C(=O)OC	-0.1	7	1	96	90	-18	-38	0	-2	3
Cc1cccc(NC(=O)c2c(C)nc3ccccn23)c1	-1.5	-9	7	91	103	-27	-3	/	3	/
O=P(c1ccccc1)(c1ccccc1)C(O)c1ccncc1 (configuration not stated)	-1.0	-1	0	85	90	-42	/	3	6	2
CC(C)(C)c1ccc(/C=N/OCC(=O)NCc2ccc(F)cc2)cc1	-2.8	-2	16	55	69	-53	13	0	9	0
CCCCNC(=S)N=Nc1c(O)n(Cc2ccccc2)c2ccccc12	-2.2	2	15	51	53	-5	-7	-2	4	-4
O=c1c2ccccc2nc(-c2ccco2)n1-c1nc2ccccc2s1	-2.8	20	5	95	94	-31	-20	-1	2	-3
O=C(Nc1ccccc1C(F)(F)F)N1CCCCCC1	-2.2	3	19	93	90	-10	-21	6	3	-28
COc1ccc(NC(=O)COC(=O)CCCOc2ccc(Cl)cc2Cl)cc1	0.7	-4	8	96	98	-21	9	-7	3	-8
CC(NC(=O)Nc1ccccc1)c1ccccc1 (configuration not stated)	-1.5	13	4	88	81	-40	-50	-1	3	-6
